DAX1 inh-1 – inhibitors of DAX1 repression of SF-1 activated StAR promoter. HEK293T StAR-luciferase reporter, SF-1/DAX-1 repression relief. inhibition, % at 6.8 µM. actives 1.1% (n = 370,000). AID 652010;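 active = inhibition above the mean over all tested compounds plus 3 SD, cut at about 3.6% in these data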;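 note: 0% = DAX-1 cells with DMSO and 100% = cells lacking DAX-1 with DMSO; higher inhibition means more luminescence from relief of DAX-1 repression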
PLC-gamma1 inh – PLC-gamma1 (human) inhibition, primary screen; purified PLC-gamma1, fluorogenic substrate, fluorescence; inhibition, % at 12.2 µM; actives 0.84% (n = 370,000); AID 720700; in the data active = inhibition above about 9.5%
Target sequence (P19174 whole entry, looked up): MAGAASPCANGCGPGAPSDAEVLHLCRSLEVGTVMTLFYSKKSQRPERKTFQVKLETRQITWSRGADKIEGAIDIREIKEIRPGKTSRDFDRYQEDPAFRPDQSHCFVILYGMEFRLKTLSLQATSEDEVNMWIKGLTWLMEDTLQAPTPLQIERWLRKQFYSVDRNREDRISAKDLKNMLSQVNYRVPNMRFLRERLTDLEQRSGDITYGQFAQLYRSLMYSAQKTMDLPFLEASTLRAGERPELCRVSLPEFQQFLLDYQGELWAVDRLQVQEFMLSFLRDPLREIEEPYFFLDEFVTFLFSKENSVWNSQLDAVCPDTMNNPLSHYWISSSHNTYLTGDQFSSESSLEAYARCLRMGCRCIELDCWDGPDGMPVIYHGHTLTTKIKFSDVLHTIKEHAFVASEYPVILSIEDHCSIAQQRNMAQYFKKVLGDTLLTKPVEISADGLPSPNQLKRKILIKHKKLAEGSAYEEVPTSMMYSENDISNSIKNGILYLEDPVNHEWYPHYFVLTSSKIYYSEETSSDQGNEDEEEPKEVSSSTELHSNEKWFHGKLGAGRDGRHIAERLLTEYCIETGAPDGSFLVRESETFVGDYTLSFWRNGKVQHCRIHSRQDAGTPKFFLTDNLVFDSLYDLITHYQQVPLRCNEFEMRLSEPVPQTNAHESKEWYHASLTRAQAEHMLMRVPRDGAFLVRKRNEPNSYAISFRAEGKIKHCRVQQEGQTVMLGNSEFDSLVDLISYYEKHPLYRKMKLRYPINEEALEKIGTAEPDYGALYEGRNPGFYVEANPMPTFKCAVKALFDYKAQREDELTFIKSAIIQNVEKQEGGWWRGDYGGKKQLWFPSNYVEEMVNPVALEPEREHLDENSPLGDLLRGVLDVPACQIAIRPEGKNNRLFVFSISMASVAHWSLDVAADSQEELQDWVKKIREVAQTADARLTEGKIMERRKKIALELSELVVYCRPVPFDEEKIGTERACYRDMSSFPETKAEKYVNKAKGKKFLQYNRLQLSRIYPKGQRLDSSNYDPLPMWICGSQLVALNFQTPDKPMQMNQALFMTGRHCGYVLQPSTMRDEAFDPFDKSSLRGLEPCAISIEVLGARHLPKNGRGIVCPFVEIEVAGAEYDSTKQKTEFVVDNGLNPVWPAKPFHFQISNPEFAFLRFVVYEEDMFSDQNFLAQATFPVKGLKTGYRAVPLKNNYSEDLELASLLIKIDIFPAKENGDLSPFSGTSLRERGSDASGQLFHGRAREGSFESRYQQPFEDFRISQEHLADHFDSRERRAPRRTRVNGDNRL
sPLA2-III inh – Inhibits HGIII-sPLA2 liposome hydrolysis, primary screen; Q9NZ20; AID 743126; QFRET BODIPY PC-A2 liposome hydrolysis, fluorescence; inhibition, % at 12.2 µM; actives 0.56% (n = 370,000);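 active = inhibition above mean plus 3 SD of compounds lying within the high and low control bounds, cut at about 19% in these data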;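 note: 0% = median of test compound wells and 100% = no enzyme DMSO wells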
DAX1 inh-2 – inhibitors of human orphan nuclear receptor DAX1 (NR0B1) | P51843 | HEK293 Gal4-DAX1 luciferase reporter, luminescence | inhibition, % at 6.75 µM | actives 0.99% (n = 340,000) | AID 504766;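 active = inhibition above the mean over all tested compounds plus 3 SD, cut at about 4.2% in these data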;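 note: 0% = DAX1-transfected cells with DMSO and 100% = empty-vector control cells with DMSO; inhibition shows as a rise in luminescence from relieved DAX1 repression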
PLC-beta3 inh – inhibitors of human phospholipase C beta3; Q01970; Purified PLC-beta3, fluorogenic substrate, fluorescence; inhibition, % at 12.2 µM; actives 0.18% (n = 370,000); in the data active = inhibition above about 11%;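 note: 0% = median of compound wells on plate and 100% = full blocker control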
hgDAF-12 ag – activates the H. glycines DAF-12 receptor ligand-binding domain. activation, % at 6.8 µM. HEK293 GAL4-hgDAF12 UAS-luciferase reporter, agonist luminescence; normalized to butyrate control. actives 1.8% (n = 370,000). AID 687014;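 active = activation above a cutoff set at the mean of all screened compounds plus 3 SD, cut at about 10% in these data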;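 note: 0% = DMSO wells and 100% = sodium butyrate wells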
hcDAF12 agonist – activates DAF-12 receptor from parasite H. contortus. HEK293 hcDAF-12 lit1-tk-luc reporter, luminescence; 0% DMSO, 100% Δ7-dafachronic acid. activation, % at 6.8 µM. actives 1.4% (n = 370,000);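 active = activation above the mean of all tested compounds plus 3 SD, cut at about 5.5% in these data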;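 note: 100% = response to 3 µM Δ7-dafachronic acid high control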
ADAM17 inh – inhibitors of human ADAM17 | recombinant ADAM17, EDANS/DABCYL FRET peptide cleavage | inhibition, % at 6.95 µM | AID 720648 | actives 0.83% (n = 370,000) | P78536;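 active = inhibition above the mean of compounds lying between control limits plus 3 SD, set per campaign, cut at about 8.5% in these data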;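 note: 0% = DMSO-only wells as the low control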
FXN GAA850 act – frataxin GAA850 promoter activation; HEK293 lucGAA850 FXN promoter luciferase reporter, 24 h; percent of 10 µM SAHA response; actives 0.56% (n = 360,000); activation, % at 6 µM;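 active = activation above the average of all compounds screened plus 3 SD, cutoff fixed separately per campaign, cut at about 7.5% in these data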;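 note: 0% = DMSO wells and 100% = 10 µM SAHA wells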
ADAM10 inh – inhibitors of human ADAM10; O14672; actives 0.62% (n = 370,000); inhibition, % at 7 µM; recombinant ADAM10, EDANS/DABCYL FRET peptide cleavage, 3 h;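 active = inhibition above a per-campaign cutoff equal to the mean of compounds falling between control-based bounds plus 3 SD, cut at about 20% in these data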;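 note: 0% = DMSO wells while the 100% control is not disclosed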
ssDAF12 agonist – S. stercoralis DAF-12 activation, primary screen; HEK293 ssDAF-12/GRIP1 lit1-tk-luc reporter, luminescence; % of 3 µM dafachronic acid response; activation, % at 6.8 µM; actives 1% (n = 370,000); AID 652126;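 active = activation above the mean over all tested compounds plus 3 SD, cut at about 0.9% in these data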;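 note: 0% = DMSO-only wells and 100% = 3 µM delta7-dafachronic acid wells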
The depositor's hits bear a star; x = no result given. Rows are unselected; 6.9% or so of the library scored in one or more.

SMILES	DAX1 inh-1	PLC-gamma1 inh	sPLA2-III inh	DAX1 inh-2	PLC-beta3 inh	hgDAF-12 ag	hcDAF12 agonist	ADAM17 inh	FXN GAA850 act	ADAM10 inh	ssDAF12 agonist
O=C(Nc1cccc(F)c1)c1c(O)c2ccccc2[nH]c1=O	0.2	0	-2	1.0	-4	1.9	1.1	-1	2.9	3	-0.6
CC(NCc1ccccc1)C1COc2ccccc2O1 (centres undefined)	-0.2	-1	0	-1.3	2	-0.5	-0.4	-1	1.1	-5	-1.3
C=CCNC(=O)c1onc(CSc2ccc(F)cc2)c1C(=O)NCC=C	-0.3	3	0	0.2	2	2.1	-1.4	1	1.9	0	-1.5
Cc1cccc(-n2c(C)cc(/C=C3\NC(=O)NC3=O)c2C)c1	-0.5	-14	-14	4.2	-19	1.2	-0.2	-14	0.0	-25	-1.4
CC(C)CC(C(=O)Nc1oc(-c2ccccc2)c(-c2ccccc2)c1C#N)N1C(=O)c2ccccc2C1=O (centres undefined)	0.0	-27	-4	-0.6	-60	2.4	-0.6	-4	-2.7	-11	-1.2
O=C1c2ccccc2C(c2nnnn2Cc2ccccc2)N1CCc1c[nH]c2ccccc12 (centres undefined)	-3.3	-1	-71	x	-2	8.9	0.2	-1	x	-3	-0.4
Cn1nnc2c(NCc3ccco3)nccc21	0.2	-61	4	1.3	-69	0.9	-1.3	-48	1.5	-229	-1.7
CCn1cc(C(=O)N2CC(C)CC(C)C2)c(=O)c2cc(S(=O)(=O)N3CCOCC3)ccc21 (centres undefined)	-0.3	2	8	0.3	4	0.2	-0.4	-6	-0.4	-4	-1.7
CC1Cc2ccccc2N1C(=O)COC(=O)c1ccc(Br)o1 (centres undefined)	-1.9	0	-1	-0.8	-4	0.1	1.1	-2	1.3	4	-0.5
O=C(O)c1ccc(CNC(=O)C2CCN(S(=O)(=O)c3ccc4c(c3)OCCO4)CC2)cc1	0.2	0	-1	1.5	1	-0.5	-1.6	-1	-0.4	0	-1.5
Cn1c(=O)oc2cc(S(=O)(=O)N3CCCC(C(=O)NC4CCCc5ccccc54)C3)ccc21 (centres undefined)	-2.5	2	-3	-1.1	4	-0.5	-0.8	1	-4.6	4	-1.5
CC(=O)Nc1ccc(C2(c3ccc(NC(C)=O)cc3)C(=O)Nc3ccccc32)cc1	-0.6	-2	-13	2.3	-1	-0.1	-1.0	-3	-0.9	-4	-0.1
O=C1CN(C(=O)COC(=O)CNC(=O)c2ccccc2)c2ccccc2N1	0.6	2	1	-0.6	2	3.0	1.0	-1	-2.7	1	-1.3
CC1(Cc2ccc(OC(F)(F)F)cc2)C(=O)Nc2ccc(OC(F)(F)F)cc21 (centres undefined)	-0.3	-2	12	x	1	4.6	-1.6	11*	-1.3	18	-1.3
COCCCNC(=O)CCc1c(C)c2cc3c(C)coc3cc2oc1=O	0.4	-161	-2	1.1	-226	1.0	1.0	-64	0.1	-161	-1.1
COc1cccc(CCc2nnc(CCC(=O)NC(C)Cc3cccs3)o2)c1 (centres undefined)	-1.0	0	12	0.6	-7	-2.6	-1.2	-9	0.0	1	-0.9
CCOC(=O)c1ccc(NC(=O)Nc2ccc3c(c2)OCCO3)cc1	-2.2	-2	-45	-0.8	-7	-1.6	-3.0	3	-3.1	8	-1.5
O=C(Nc1ccc(Cl)cc1)NN1CCCCCC1	0.9	4	1	0.2	5	2.1	1.5	-2	4.0	-1	-0.6
c1ccc(-c2nnc(-c3ccncc3)nc2-c2ccccc2)cc1	0.7	0	4	-1.1	2	0.7	-0.3	-2	1.4	1	-1.0
NS(=O)(=O)c1ccc(Nc2nc3ccccc3nc2NS(=O)(=O)c2cccc([N+](=O)[O-])c2)cc1	0.4	5	-103	5.0*	3	1.1	-0.8	4	1.6	16	-1.1
O=C(NCCN1CCN(c2ccccc2)CC1)C1CCN(S(=O)(=O)c2cccc3nsnc23)CC1	-1.1	-1	0	-2.2	-2	1.6	-1.0	-1	0.3	3	-1.8
CN(C)C(=O)Cn1c(=O)n(S(=O)(=O)c2ccccc2)c2ccccc21	-0.2	-1	-6	0.5	-1	0.5	0.1	-2	0.2	-5	-1.0
CCOc1cc(C2NC(=O)NC(c3ccccc3)=C2C(=O)c2ccccc2)c(Br)cc1OCC(=O)O (centres undefined)	-0.1	-1	-2	3.6	2	-0.9	-1.2	-3	2.2	-3	-0.9
CCOC(=O)N1CCN(C(=O)C2CCCCC2)CC1	0.6	2	-2	-0.5	4	-1.8	-2.2	0	-1.6	3	-0.7
COc1cccc(NC(=O)c2c([N+](=O)[O-])cnn2C)c1	0.8	2	0	0.9	2	0.8	2.2	-2	1.0	-3	-0.5

3 entries drawn at random from the list so far:
SMILES	DAX1 inh-1	PLC-gamma1 inh	sPLA2-III inh	DAX1 inh-2	PLC-beta3 inh	hgDAF-12 ag	hcDAF12 agonist	ADAM17 inh	FXN GAA850 act	ADAM10 inh	ssDAF12 agonist
C=CCNC(=O)c1onc(CSc2ccc(F)cc2)c1C(=O)NCC=C	-0.3	3	0	0.2	2	2.1	-1.4	1	1.9	0	-1.5
COCCCNC(=O)CCc1c(C)c2cc3c(C)coc3cc2oc1=O	0.4	-161	-2	1.1	-226	1.0	1.0	-64	0.1	-161	-1.1
O=C(NCCN1CCN(c2ccccc2)CC1)C1CCN(S(=O)(=O)c2cccc3nsnc23)CC1	-1.1	-1	0	-2.2	-2	1.6	-1.0	-1	0.3	3	-1.8

More results
SMILES	DAX1 inh-1	PLC-gamma1 inh	sPLA2-III inh	DAX1 inh-2	PLC-beta3 inh	hgDAF-12 ag	hcDAF12 agonist	ADAM17 inh	FXN GAA850 act	ADAM10 inh	ssDAF12 agonist
COC(=O)[C@]12C[C@H](CC(=O)N3CCCC3)C(=O)N(Cc3cccc4ccccc34)C1=C[C@H](C1CCCC1)O[C@@H]2C	-1.4	4	-9	x	3	-0.5	-1.2	7	x	11	-0.5
CC1CCCN(C(=O)C2CCN(CC3CC=CCC3)CC2)C1 (centres undefined)	0.3	2	4	-0.5	1	1.8	0.0	-3	-2.3	-2	-0.9
COc1ccc(-c2csc(NC(=O)c3ccccc3F)n2)cc1	0.3	-41	-4	1.4	-51	0.9	-0.2	1	0.8	14	-1.8
Cc1cccc(Nc2nnc(SCC(=O)c3c(N)n(C4CC4)c(=O)[nH]c3=O)s2)c1C	-1.2	2	18	-0.7	-7	-2.1	-1.2	-4	-0.6	-11	-1.1
C[n+]1cccc(C(=O)NNC(=O)C23CC4CC(CC(C4)C2)C3)c1	-0.1	-3	7	0.0	0	-0.2	-2.1	-7	-0.1	-12	-1.4
O=C(C(=Cc1ccccc1)c1ccccc1)c1ccccc1	-0.9	3	-6	x	3	-1.5	1.2	3	x	16	-0.2
O=C(CSc1cn(Cc2ccccc2)c2ccccc12)NCc1ccc(F)cc1	-1.2	3	-1	0.8	0	-1.1	-1.1	2	-1.6	-3	-1.4
Cc1cc([N+](=O)[O-])nn1CC(=O)N1CCc2ccccc2C1	0.2	3	13	0.3	5	-1.3	1.4	-6	0.7	0	-0.1
O=C(NC1CCCCC1)c1cc(-c2cccs2)on1	0.7	3	-3	2.6	-4	10	0.3	1	4.4	0	-0.5
Cc1ccc2sc(N(CCCN(C)C)C(=O)c3ccc(S(=O)(=O)N4CCOCC4)cc3)nc2c1C	3.3	3	-18	-0.1	0	-2.5	-0.8	1	1.1	4	-1.1
CN(C)S(=O)(=O)c1cccc(-c2nnc(SCc3ccc4c(c3)OCCO4)o2)c1	-0.1	8	-24	-0.8	3	0.8	-2.2	12*	1.3	20*	-1.3
Cc1cc(=O)oc2c(C(=O)/C=C\c3cccs3)c(O)ccc12	-0.3	-23	-3	-1.4	-28	0.9	2.5	-5	7.0	-27	-0.2
Nc1ncnc2c1ncn2[C@@H]1O[C@H](C(=O)NS(=O)(=O)c2ccccc2[N+](=O)[O-])[C@@H](O)[C@H]1O	-1.0	2	14	x	5	-2.0	-0.6	-7	x	-11	-0.6
CCc1ccc(NC(=O)CSc2nc3ccccc3c(=O)n2CCCC(=O)NCCCN2CCOCC2)cc1	-0.5	4	-9	-0.6	-1	-2.3	-1.6	2	-0.1	4	-0.5
CCCCn1nnnc1SCC(=O)c1ccccc1F	0.5	-2	-41	0.8	0	4.3	0.5	-2	4.3	1	0.3
CC(C)C(NC(=O)CN(c1ccc2c(c1)OCCO2)S(=O)(=O)c1ccccc1)C(C)C	0.1	2	2	1.4	-8	-0.3	0.2	-3	-0.2	6	-1.8
CCCN(C(=O)c1cnccn1)c1c(N)n(Cc2ccccc2)c(=O)[nH]c1=O	1.5	-3	2	-0.6	-4	-0.2	2.4	-3	-0.1	-12	-0.1
O=C(O)c1cccc(NC(=O)c2ccc(COc3ccc(Cl)cc3)cc2)c1	-0.4	0	-10	2.1	-8	-0.5	-0.4	-1	2.2	-5	-0.7
O=C(CSc1ccccc1)N1CCCC(N2CCN(c3ccccc3)CC2)C1 (centres undefined)	-0.4	3	-6	-0.5	-3	-1.8	1.3	1	-0.4	0	-0.8
COc1cccc(-c2cc(C(=O)N/N=C/c3cccc(OC)c3OC)c3ccccc3n2)c1	-0.1	-10	-13	0.7	-18	-0.2	1.9	3	-0.9	13	-0.5
c1ccc(C2Oc3ccccc3C3CC(c4cccs4)=NN32)cc1 (centres undefined)	1.2	-23	-29	2.4	-29	16*	5.5	-11	1.6	-65	0.6
COC(=O)c1ccccc1NC(=O)N1CCN(C(=O)c2ccco2)CC1	0.2	-7	2	-0.8	-8	-1.3	-1.5	-11	0.5	-40	-1.8

4 entries from above, ordered by the number in DAX1 inh-2, ascending:
SMILES,DAX1 inh-1,PLC-gamma1 inh,sPLA2-III inh,DAX1 inh-2,PLC-beta3 inh,hcDAF12 agonist,ADAM17 inh,ADAM10 inh,ssDAF12 agonist
Cc1cc(=O)oc2c(C(=O)/C=C\c3cccs3)c(O)ccc12,-0.3,-23,-3,-1.4,-28,2.5,-5,-27,-0.2
CCc1ccc(NC(=O)CSc2nc3ccccc3c(=O)n2CCCC(=O)NCCCN2CCOCC2)cc1,-0.5,4,-9,-0.6,-1,-1.6,2,4,-0.5
COc1cccc(-c2cc(C(=O)N/N=C/c3cccc(OC)c3OC)c3ccccc3n2)c1,-0.1,-10,-13,0.7,-18,1.9,3,13,-0.5
CCCCn1nnnc1SCC(=O)c1ccccc1F,0.5,-2,-41,0.8,0,0.5,-2,1,0.3
